Screening data deposited in PubChem by several laboratories.
Smad3 inh: blocks human Smad3 binding to FoxH1 peptide. P84022. TR-FRET Smad3/Dy647-FoxH1 peptide binding, europium anti-His. inhibition, % at 25 µM. 88,000 tested, 0.29% active. AID 630;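 active means compounds that reduce the energy-transfer binding signal between the protein and its labelled peptide by more than half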;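 further: 0% = Smad3 plus labelled peptide maximal FRET and 100% = peptide-only background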
Calb biofilm kill: kills Candida albicans biofilms | C. albicans biofilm + clotrimazole, Alamar Blue | inhibition, % at 6 µM | 85,000 tested, 0.14% active | AID 834;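 active means inhibition above 20%; inactive means inhibition below 20%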;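 further: preformed 24 hr biofilms exposed to compound for 48 hr; 0% = biofilm without compound and 100% = blank killed by clotrimazole plus chlorhexidine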
MT1-MMP txn act: MT1-MMP promoter transcription activation | HT1080 MT1-MMP promoter luciferase reporter, luminescence, overnight; hits give high values | activation factor at 10 µM | 86,000 tested, 0.16% active | AID 750;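 active means activation factor of at least 2 for MT1-MMP transcription at 10 µM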
sEH activator: increases human soluble epoxide hydrolase activity; P34913; purified human sEH enzymatic activity, activator screen; activation, % at 2 µM; 91,000 tested, 0.04% active; in the data active means activation above about 37%; further: values of inactives mirror those of a sister screen read the other way
ERa coact pot: enhances coactivator binding to human estrogen receptor alpha; P03372; TR-FRET ERalpha-LBD/SRC-Cy5 coactivator binding, 2 h; 100 = basal binding, no effect; coactivator binding (% of control), % at 25.6 µM; 86,000 tested, 1.3% active; in the data active means activity above about 200%;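 further: binding measured in presence of low estradiol as agonist stimulus; 0% = peptide alone without receptor and 100% = receptor with peptide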
CD11b adhes enh: enhancers of human CD11b/CD18 binding to fibrinogen. P05107+P11215. activation, % at 10 µM. K562 CD11b/CD18 adhesion to fibrinogen, ATPlite luminescence. AID 1499. 93,000 tested, 0.07% active;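 active means 10 µM primary screen giving 50% or more activity, confirmed by 40% or more on retest at that dose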; further: strong numbers were not always called active; reference of the scale not given here
Target sequence (P05107 whole entry, looked up, other chains not shown): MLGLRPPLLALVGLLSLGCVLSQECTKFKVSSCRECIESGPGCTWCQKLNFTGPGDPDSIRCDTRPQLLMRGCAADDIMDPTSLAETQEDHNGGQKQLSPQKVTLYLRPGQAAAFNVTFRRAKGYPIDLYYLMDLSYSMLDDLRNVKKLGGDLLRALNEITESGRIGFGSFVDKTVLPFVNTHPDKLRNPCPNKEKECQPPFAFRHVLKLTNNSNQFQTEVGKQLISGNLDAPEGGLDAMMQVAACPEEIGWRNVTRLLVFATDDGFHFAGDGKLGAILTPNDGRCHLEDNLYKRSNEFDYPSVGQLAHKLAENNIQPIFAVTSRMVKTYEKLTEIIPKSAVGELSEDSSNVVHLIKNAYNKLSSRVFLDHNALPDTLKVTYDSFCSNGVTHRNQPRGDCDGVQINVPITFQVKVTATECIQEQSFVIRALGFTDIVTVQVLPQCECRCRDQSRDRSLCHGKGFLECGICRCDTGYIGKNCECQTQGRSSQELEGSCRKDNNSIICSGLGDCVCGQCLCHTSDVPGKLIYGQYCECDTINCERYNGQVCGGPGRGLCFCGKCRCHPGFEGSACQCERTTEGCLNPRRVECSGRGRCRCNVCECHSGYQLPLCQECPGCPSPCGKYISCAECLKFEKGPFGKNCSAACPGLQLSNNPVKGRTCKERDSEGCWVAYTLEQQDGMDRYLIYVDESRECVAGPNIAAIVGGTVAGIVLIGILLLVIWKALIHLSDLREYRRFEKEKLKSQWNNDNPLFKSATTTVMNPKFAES
CD11b adhes inh: CD11b/CD18-fibrinogen binding inhibition. K562 CD11b/CD18 adhesion to fibrinogen, ATPlite luminescence; Mn2+ added to activate the integrin. inhibition, % at 10 µM. 93,000 tested, 0.54% active;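 active means primary inhibition of 50% or more at 10 µM, then 40% or more on retest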; further: some results filed as inactive read as strong as hits
ERb SRC1 inh: blocks coactivator binding to human estrogen receptor beta. Q92731. inhibition, % at 25.6 µM. 86,000 tested, 1.3% active. TR-FRET ER-beta LBD / SRC1-Cy5 peptide binding; receptor agonist-loaded with 1 µM estradiol. AID 633;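 active means compounds whose percent inhibition of the receptor-coactivator binding signal exceeds about 50% in the single-dose screen, limit read from the data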;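 further: 0% = receptor plus peptide wells without compound and 100% = peptide-only wells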
sEH inhibitor: soluble epoxide hydrolase (human) inhibition | P34913 | recombinant human sEH enzymatic activity assay | inhibition, % at 2 µM | 91,000 tested, 0.34% active | AID 707; in the data active means inhibition above about 80%; further: values of inactives mirror those of a sister screen read the other way; many of its hits are not listed in these tables
* marks the source's active call; other numbers are inactive results; [ ] = remark or other dose. A portion of the library. The share of hits here may be higher or lower than overall.

Screening CCSC1=C(C#N)C(c2cccs2)C(C(=O)OC)=C(C)N1 (stereo unspecified) returned Smad3 inh 12, Calb biofilm kill 7, MT1-MMP txn act 1.2, sEH activator 4, ERa coact pot 99, CD11b adhes enh 1, CD11b adhes inh -2, ERb SRC1 inh -14 and sEH inhibitor -4.
Screening O=S(=O)(c1ccc(Cl)cc1)N1CCC(N2CCOCC2)CC1 returned Smad3 inh 6, Calb biofilm kill 2, MT1-MMP txn act 1.1, sEH activator -7, ERa coact pot 102, CD11b adhes enh -3, CD11b adhes inh -6, ERb SRC1 inh -3 and sEH inhibitor 8.
CC1CCCCC1NC(=O)CCn1c(=O)oc2ccccc21 (stereo unspecified) was read as Smad3 inh 11[fluorescence artefact?], Calb biofilm kill 7, MT1-MMP txn act 1.2, sEH activator 18, ERa coact pot 120[fluorescence artefact?], ERb SRC1 inh -11[fluorescence artefact?] and sEH inhibitor -14.
CCCc1nc2sc3c(c2c(=O)n1NC(=O)CCC(=O)O)CCCC3 was read as Smad3 inh 3, Calb biofilm kill 4, MT1-MMP txn act 1.2, sEH activator -6, ERa coact pot 100, CD11b adhes enh -2, CD11b adhes inh -8, ERb SRC1 inh -5 and sEH inhibitor 7.
CS(=O)(=O)N(CCc1ccccc1)CC(=O)N1CCN(Cc2ccc3c(c2)OCO3)CC1 was read as Smad3 inh 2, Calb biofilm kill 0, MT1-MMP txn act 1.2, sEH activator 2, ERa coact pot 105, CD11b adhes enh -2, CD11b adhes inh 28, ERb SRC1 inh -3 and sEH inhibitor -2.
Screening O=C(CCCCCN1C(=O)CCC1=O)Nc1ccc(Br)cc1F returned Smad3 inh 5, Calb biofilm kill 6, MT1-MMP txn act 1.3, sEH activator -18, ERa coact pot 109, CD11b adhes enh -1, CD11b adhes inh 22, ERb SRC1 inh -11 and sEH inhibitor 20.
Screening CCCCOc1ccc2c(C)cc(=O)oc2c1OCCCC returned Smad3 inh 6, Calb biofilm kill -2, MT1-MMP txn act 1.2, sEH activator -3, ERa coact pot 91, ERb SRC1 inh -2 and sEH inhibitor 6.
`O=C(Cn1cnc2c(oc3ccccc32)c1=O)NCC1CCCO1` (stereo unspecified) gave Smad3 inh 3, Calb biofilm kill -1, sEH activator 13, ERa coact pot 101, CD11b adhes enh -4, CD11b adhes inh 2, ERb SRC1 inh -7 and sEH inhibitor -11.
Cc1ccc(C)c2[nH]c(=O)c(C(c3nnnn3CCc3ccccc3)N3CCOCC3)cc12 (stereo unspecified) was read as Smad3 inh -5, Calb biofilm kill -4, MT1-MMP txn act 1.2, sEH activator 1, ERa coact pot 102, CD11b adhes enh -1, CD11b adhes inh -5, ERb SRC1 inh 7 and sEH inhibitor -1.
`COc1cc(S(=O)(=O)N(Cc2ccco2)C2CCCC2)ccc1-n1cnnn1` gave MT1-MMP txn act 1.1, sEH activator 6, CD11b adhes enh 1, CD11b adhes inh 6 and sEH inhibitor -7.
For COc1ccc(NC(=O)CN2CCC(C(N)=O)CC2)cc1 the results were Smad3 inh -3[fluorescence artefact?], Calb biofilm kill 6, MT1-MMP txn act 0.9, sEH activator 4, ERa coact pot 112, CD11b adhes enh 4, CD11b adhes inh 0, ERb SRC1 inh 0 and sEH inhibitor -4.
`COc1ccc(C(=O)CSc2nc3cccnc3n2C)cc1` gave Smad3 inh -1, Calb biofilm kill 2, MT1-MMP txn act 1.1, sEH activator -6, ERa coact pot 102, ERb SRC1 inh -3 and sEH inhibitor 6.
`Cn1c(SCC(=O)N2CCOCC2)nnc1-c1ccccc1` gave Smad3 inh 8[fluorescence artefact?], Calb biofilm kill -2, MT1-MMP txn act 1.2, sEH activator -1, ERa coact pot 118, CD11b adhes enh -2, CD11b adhes inh -7, ERb SRC1 inh -7 and sEH inhibitor 1.
`CN1CC(=O)NC1=NC(=O)c1ccc(Cl)c(S(=O)(=O)N2CCCCCC2)c1` gave Smad3 inh 14, Calb biofilm kill 6, MT1-MMP txn act 1.1, sEH activator -4, ERa coact pot 90, CD11b adhes enh -1, CD11b adhes inh 6, ERb SRC1 inh 3 and sEH inhibitor 3.
`O=C(COc1ccc(S(=O)(=O)NC2CCCCC2)cc1Cl)NCc1ccc2c(c1)OCO2` gave Smad3 inh -1, Calb biofilm kill -1, MT1-MMP txn act 1.3, sEH activator -40, ERa coact pot 90, CD11b adhes enh 4, CD11b adhes inh 15, ERb SRC1 inh 6[fluorescence artefact?] and sEH inhibitor 41.
Screening CCOC(=O)C1CCCN(c2c(Nc3ccc(OCC)cc3)c(=O)c2=O)C1 (stereo unspecified) returned Smad3 inh 4, Calb biofilm kill 7, sEH activator 11, ERa coact pot 106, CD11b adhes enh -2, CD11b adhes inh 2, ERb SRC1 inh 4 and sEH inhibitor -12.
CCOC(=O)c1oc2ccccc2c1CSc1nnc(-c2ccco2)o1 was read as Smad3 inh -3, Calb biofilm kill -4, MT1-MMP txn act 1.2, ERa coact pot 77[fluorescence artefact?], CD11b adhes enh -2, CD11b adhes inh 18 and ERb SRC1 inh 9.
CC(C)C(c1nnnn1C1CCCC1)N1CCN(C(=O)c2ccco2)CC1 (stereo unspecified) was read as Smad3 inh -1, Calb biofilm kill 2, MT1-MMP txn act 1.1, sEH activator -2, ERa coact pot 101[fluorescence artefact?], CD11b adhes enh 0, CD11b adhes inh -25, ERb SRC1 inh -3 and sEH inhibitor 2.
`Cc1ccc(-c2noc(-c3ccccc3Br)n2)cc1` gave Smad3 inh 2, Calb biofilm kill 1, MT1-MMP txn act 0.8, sEH activator -9, ERa coact pot 174[fluorescence artefact?], CD11b adhes enh -5, CD11b adhes inh 72, ERb SRC1 inh -17 and sEH inhibitor 9.
For COc1cc(C(=O)N(Cc2ccccn2)CC2CCCO2)cc(OC)c1OC (stereo unspecified) the results were Smad3 inh -5, Calb biofilm kill 7, MT1-MMP txn act 1.1, sEH activator 22, ERa coact pot 130, CD11b adhes enh 0, CD11b adhes inh -20, ERb SRC1 inh 0[fluorescence artefact?] and sEH inhibitor -23.
Screening CCOC(=O)c1ccc(C(=O)OCC)nc1 returned Smad3 inh -1, Calb biofilm kill -1, MT1-MMP txn act 1.1, sEH activator 18, ERa coact pot 93, CD11b adhes enh 1, CD11b adhes inh -7, ERb SRC1 inh 13[fluorescence artefact?] and sEH inhibitor -14.
CCOC(=O)Cc1c(C)nc2c(-c3ccccc3)c(-c3ccccc3)[nH]n2c1=O was read as Smad3 inh 12, Calb biofilm kill 5, MT1-MMP txn act 1.2, sEH activator -9, ERa coact pot 84, ERb SRC1 inh 7 and sEH inhibitor 9.
CC(C(=O)NC(=O)NCc1ccccc1)N1C(=O)c2ccccc2C1=O (stereo unspecified) was read as Smad3 inh 15, Calb biofilm kill 6, MT1-MMP txn act 1.1, sEH activator 14, ERa coact pot 99, CD11b adhes enh -1, CD11b adhes inh -22, ERb SRC1 inh -4 and sEH inhibitor -10.
For N#Cc1c(/N=C/c2cccs2)sc2c1CCCCC2 the results were Smad3 inh 6, Calb biofilm kill 0, MT1-MMP txn act 0.3, sEH activator 13, ERa coact pot 100, CD11b adhes enh -10, CD11b adhes inh 86, ERb SRC1 inh -9 and sEH inhibitor -16.

Entries from the list above that have two or more sulfur atoms (two):
Screening CCSC1=C(C#N)C(c2cccs2)C(C(=O)OC)=C(C)N1 (stereo unspecified) returned Smad3 inh 12, Calb biofilm kill 7, MT1-MMP txn act 1.2, sEH activator 4, ERa coact pot 99, CD11b adhes enh 1, CD11b adhes inh -2, ERb SRC1 inh -14 and sEH inhibitor -4.
For N#Cc1c(/N=C/c2cccs2)sc2c1CCCCC2 the results were Smad3 inh 6, Calb biofilm kill 0, MT1-MMP txn act 0.3, sEH activator 13, ERa coact pot 100, CD11b adhes enh -10, CD11b adhes inh 86, ERb SRC1 inh -9 and sEH inhibitor -16.

(next part)
CC1(C)CC(=O)C2=C(C1)N(Cc1ccco1)C(=O)C2(O)C(F)(F)F (stereo unspecified) was read as Smad3 inh 6, Calb biofilm kill 1, MT1-MMP txn act 1.2, sEH activator 2, ERa coact pot 121[fluorescence artefact?], CD11b adhes enh -3, CD11b adhes inh -24, ERb SRC1 inh 10 and sEH inhibitor 1.
`CCOC(=O)c1cnc(SC)nc1Oc1cccc(NC(=O)c2cccc(Cl)c2Cl)c1` gave sEH activator -3, CD11b adhes enh -2, CD11b adhes inh -8 and sEH inhibitor 2.
For COC(=O)c1ccc(S(=O)(=O)NCCSc2nnc3c4ccccc4n(C)c3n2)cc1 the results were Smad3 inh 3, MT1-MMP txn act 1.1, ERa coact pot 181, CD11b adhes enh -3, CD11b adhes inh -6 and ERb SRC1 inh -3.
`CCCNC(=S)NC1CC2CCCC(C1)N2CC(C)C` (stereo unspecified) gave sEH activator 10, CD11b adhes enh 3, CD11b adhes inh -42 and sEH inhibitor -10.
For CCC(C)(C)n1nnnc1C(c1ccccc1)N1CCc2ccccc2C1 (stereo unspecified) the results were Smad3 inh 12, Calb biofilm kill 3, sEH activator -10, ERa coact pot 122, CD11b adhes enh 0, CD11b adhes inh -8, ERb SRC1 inh -4[fluorescence artefact?] and sEH inhibitor 9.
CC(C)CC(C(=O)Nc1ccc2c(c1)OCCO2)N1C(=O)c2ccccc2C1=O (stereo unspecified) was read as Smad3 inh 12, Calb biofilm kill 6, MT1-MMP txn act 1.1, sEH activator -8, ERa coact pot 104, CD11b adhes enh -4, CD11b adhes inh 9, ERb SRC1 inh -7 and sEH inhibitor 7.
For CC1CC(C)CN(C(=O)C2CCCN(S(=O)(=O)c3cccc4nonc34)C2)C1 (stereo unspecified) the results were Smad3 inh 5, Calb biofilm kill 4, sEH activator 4, ERa coact pot 126, CD11b adhes enh 2, CD11b adhes inh 11, ERb SRC1 inh -7 and sEH inhibitor -5.
CC1CC(C)CN(C(=O)CSC2=Nc3ccccc3C3=NC(Cc4c[nH]c5ccccc45)C(=O)N23)C1 (stereo unspecified) was read as Smad3 inh -2, Calb biofilm kill 1, MT1-MMP txn act 1.1, sEH activator 2, ERa coact pot 101, CD11b adhes enh -1, CD11b adhes inh -16, ERb SRC1 inh 6 and sEH inhibitor -5.
`Cc1nc2nc(C)n(-c3ccccc3)c2s1` gave Smad3 inh 7, Calb biofilm kill 3, MT1-MMP txn act 1.3, sEH activator -2, ERa coact pot 97[fluorescence artefact?], CD11b adhes enh 4, CD11b adhes inh -13, ERb SRC1 inh -12 and sEH inhibitor 1.
`Clc1cccc(-c2nc3nc4ccccc4nc3n2Cc2ccco2)c1` gave Smad3 inh 3, Calb biofilm kill -3, MT1-MMP txn act 1.6, ERa coact pot 94[fluorescence artefact?], CD11b adhes enh 2, CD11b adhes inh 13 and ERb SRC1 inh 1.
CC(=O)N=c1sc2ccccc2n1C was read as Smad3 inh 0, Calb biofilm kill 3, MT1-MMP txn act 1.3, sEH activator 2, ERa coact pot 98, CD11b adhes enh -2, CD11b adhes inh -2, ERb SRC1 inh -17[fluorescence artefact?] and sEH inhibitor -2.
Screening CCN1CCN(C(=O)c2cc3c(=O)n4ccccc4nc3n2Cc2ccccc2)CC1 returned Smad3 inh -1, Calb biofilm kill 1, MT1-MMP txn act 1.1, ERa coact pot 123, CD11b adhes enh 1, CD11b adhes inh 4 and ERb SRC1 inh -8.
COc1ccnc(NCc2cccc(C(F)(F)F)c2)c1C#N was read as sEH activator 6, CD11b adhes enh -8, CD11b adhes inh -11 and sEH inhibitor -7.
Screening NC[C@@]12CCCC1C1CCC2C1 (stereo partly specified) returned Smad3 inh 1, Calb biofilm kill 2, MT1-MMP txn act 1.2, ERa coact pot 89, CD11b adhes enh -1, CD11b adhes inh -13 and ERb SRC1 inh -10.
Screening O=C(NC1CCCCC1)C(c1ccc(Cl)cc1)N(C(=O)c1cnccn1)c1ccc2c(c1)OCO2 (stereo unspecified) returned Smad3 inh 4, Calb biofilm kill 4, MT1-MMP txn act 1.2, sEH activator 14, ERa coact pot 91, CD11b adhes enh 11, CD11b adhes inh -15, ERb SRC1 inh 11 and sEH inhibitor -12.
